APJ agonist: agonists of human APJ apelin receptor; P35414; 330,000 tested, 0.11% active; AID 2520; CHO-K1 APJ PathHunter beta-arrestin, luminescence; 0% DMSO wells, 100% apelin; activation, % at 20 µM;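 active = activation more than six SD over the plate average, tested at 20 µM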;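 note: 0% = DMSO alone and 100% = apelin-13 at 10 nM; some results filed as inactive read as strong as hits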
Target sequence (P35414 whole entry, looked up): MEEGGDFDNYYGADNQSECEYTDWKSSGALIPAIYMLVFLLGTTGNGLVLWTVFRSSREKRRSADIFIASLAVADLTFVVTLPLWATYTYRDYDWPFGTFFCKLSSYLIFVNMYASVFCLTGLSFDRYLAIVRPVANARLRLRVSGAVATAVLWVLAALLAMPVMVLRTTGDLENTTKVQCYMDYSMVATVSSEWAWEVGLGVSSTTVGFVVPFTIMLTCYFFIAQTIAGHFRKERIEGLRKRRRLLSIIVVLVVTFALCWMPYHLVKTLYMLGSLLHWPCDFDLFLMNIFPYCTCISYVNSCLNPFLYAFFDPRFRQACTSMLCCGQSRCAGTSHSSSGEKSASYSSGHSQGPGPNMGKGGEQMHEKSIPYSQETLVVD
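assay system = CHO-K1 APJ beta-arrestin complementation cell line | input = cell density 1000 per well | dosing = compound 20 µM once, DMSO 1% | timing = compound 90 min 25 °C, reagent 1 h | measured by = luminescence from split beta-galactosidase complementation, Galacton Star/Emerald II substrate | read-out basis = APJ agonist activity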
MPTP inh: blocks calcium-induced mitochondrial swelling; 360,000 tested, 1.4% active; inhibition, % at 10 µM; AID 602449; isolated mouse mitochondria, Ca2+ swelling absorbance, 30 min;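 active = inhibition of 50% or more, scaled per plate between neutral and stimulator controls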;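 note: 0% = DMSO wells given calcium and 100% = 1 mM EGTA wells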
tim10-1 inh: inhibits growth of tim10-1 mutant yeast; 330,000 tested, 2.2% active; S. cerevisiae tim10-1 ts strain growth, BacTiter-Glo, 24 h; inhibition, % at 20 µM; AID 463190;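 active = inhibition of at least 40%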;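 note: mutant grown at 25 °C; 0% = DMSO wells with yeast and 100% = wells holding no yeast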
TIM10 inh: inhibits growth of TIM10 yeast strain | 330,000 tested, 1.4% active | S. cerevisiae TIM10 strain growth, BacTiter-Glo luminescence, 24 h | inhibition, % at 10 µM;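 active = inhibition of 40% or more at the single tested concentration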;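 note: wild-type TIM10 isogenic control strain grown at permissive 25 °C; 0% = DMSO yeast wells and 100% = minimal medium wells without yeast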
APJ antagonist: blocks the human apelin receptor APJ | CHO-K1 APJ beta-arrestin complementation, luminescence | inhibition, % at 20 µM | 330,000 tested, 0.32% active | AID 2521;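 active = inhibition above about 40% at 20 µM, limit read from the data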;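 note: cells challenged with 10 nM apelin-13 agonist together with compound; plate controls were apelin-13 plus DMSO wells for no effect and DMSO wells lacking apelin-13 for full effect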
NLRP3 yeast inh: blocks the NALP3 inflammasome reconstituted in yeast; AID 2825; inhibition, % at 10 µM; Yeast reconstituted NLRP3/ASC/caspase-1, beta-gal luminescence, 24 h; 330,000 tested, 0.39% active;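 active = inhibition of 50% or more; inactive = inhibition below 50%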;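 note: plate controls were induced DMSO wells for no effect and uninduced yeast grown without galactose for full effect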
tim23-1 inh: growth inhibitors of tim23-1 mutant yeast. 330,000 tested, 1.3% active. inhibition, % at 20 µM. S. cerevisiae tim23-1 growth, BacTiter-Glo luminescence, 24 h. AID 463212;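 active = growth inhibition of the mutant yeast at or above 50%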;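 note: temperature-sensitive mutant grown at 25 °C; plate controls were DMSO-treated mutant yeast for no effect and medium wells lacking yeast for full effect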
GRIN3A LBD mod: modulates the human NR3A ligand-binding domain. NR3A LBD differential scanning fluorimetry, Tm shift; 0% = protein alone, 100% = glycine-bound protein. AID 1259313. Tm shift relative to glycine control, % at 25 µM. 340,000 tested, 2.5% active;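 active = melting temperature shift of at least 10% of the positive control shift, at one fixed dose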
MIN6 prolif: inducers of beta-cell replication in MIN6 cells; MIN6 cells proliferation, ATPlite luminescence, 48 h; cells starved in 0.2% serum; 100% = growth in 10% serum; proliferation, % at 10 µM; 330,000 tested, 0.29% active;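 active = compounds whose signal lies at least 3.5 SD above the mean of all wells on their plate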;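 note: 0% = DMSO-treated cells in low-serum medium and 100% = 10% serum control; some compounds called inactive have numbers as strong as hits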
Numbers without * were called inactive; . = not tested or not shown.

SMILES	APJ agonist	MPTP inh	tim10-1 inh	TIM10 inh	APJ antagonist	NLRP3 yeast inh	tim23-1 inh	GRIN3A LBD mod	MIN6 prolif
O=C(NC(Cc1ccccc1)C(=O)O)NC12CC3CC(CC(C3)C1)C2 (stereo not drawn)	-2	1.4	15	4	6	5	17	0	1
C=C1CCN(c2ccc(C(=O)NCc3ccccc3)cc2[N+](=O)[O-])CC1	0	0.1	18	-7	9	27	10	-9	0
CN1C(=O)/C(=C/c2ccc(OC(=O)c3ccco3)cc2)SC1=S	-5	7.2	9	7	13	22	2	1	-1
Cc1cc2cc(CN(Cc3ccc4c(c3)OCO4)Cc3nnnn3C3CCCC3)c(=O)[nH]c2cc1C	0	3.3	-8	-3	13	14	5	-7	-3
O=C(CSc1nnc(Cc2ccccc2)n1C1CCCCC1)N1CCOCC1	-5	1.0	10	12	9	1	6	1	0
COc1cc(/C=N/NC(=O)c2nc(C)cc(C)n2)ccc1O	-4	1.5	-8	13	7	-1	-5	-1	0
COc1ccc(-n2c(Cc3cccn3C)nnc2SCC(=O)Nc2cc(C)cc(C)c2)cc1	0	0.0	20	3	12	7	19	0	-4
CCCc1c(C)nc2ccc(OC)cc2c1SCCC(=O)O	-2	0.9	20	-19	-44	17	10	3	0
O=C(CCCCC(=O)Nc1c(I)cc(I)c(C(=O)O)c1I)Nc1c(I)cc(I)c(C(=O)O)c1I	-4	0.6	-19	3	4	3	3	1	1
COC(=O)c1ccc(=O)n(CC(=O)c2ccc(Cl)cc2)c1	-5	-1.1	9	10	-3	8	18	0	0
COc1cc(OC)cc(C(=O)NCCCNC(=O)c2ccccn2)c1	3	-2.0	5	0	-16	12	12	-2	0
COc1ccc(NC(=O)CN2CCOCC2)cc1	-3	-0.4	13	11	-2	2	8	-4	-1
Cc1ccc(NC(=O)COC(=O)CN2C(=O)NC(C)(C)C2=O)cc1S(=O)(=O)N1CCOCC1	-1	-3.2	6	-1	6	6	12	-2	-3
COc1cc(NC(=O)c2cc(-c3ccc(C)cc3)on2)cc(OC)c1OC	1	0.6	18	17	-16	-8	13	-3	0
COc1ccc(C)cc1S(=O)(=O)N(C)CC(=O)NC1CCCCCC1	-3	-0.3	24	27	14	7	16	-2	1
O=C(COc1ccc(Cl)cc1)N1CCN(c2ccc([N+](=O)[O-])c(N3CCCCC3)c2)CC1	-4	4.7	39	42*	17	15	38	-27	-4
CC(=O)OCC(OC(C)=O)C(OC(C)=O)C(OC(C)=O)C(=O)Nc1ccccc1C (stereo not drawn)	-1	-0.9	8	0	7	-14	12	-1	-3
O=C(CCNC(=O)c1ccco1)Nc1cccc(C(F)(F)F)c1	0	-2.4	-11	-15	-36	2	10	-1	0
O=C(N/N=C/c1cccnc1)c1ccc2c(c1)OCO2	1	-1.7	-15	-2	3	5	-8	0	-3
CCCCc1cc2c(c(NC(C)=O)n1)c(=O)oc1ccccc12	-1	.	4	3	0	9	3	.	6

With a hit mark in TIM10 inh, among the entries above:
Molecule	APJ agonist	MPTP inh	tim10-1 inh	TIM10 inh	APJ antagonist	NLRP3 yeast inh	GRIN3A LBD mod
O=C(COc1ccc(Cl)cc1)N1CCN(c2ccc([N+](=O)[O-])c(N3CCCCC3)c2)CC1	-4	4.7	39	42*	17	15	-27

Next part:
SMILES	APJ agonist	MPTP inh	tim10-1 inh	TIM10 inh	APJ antagonist	NLRP3 yeast inh	tim23-1 inh	GRIN3A LBD mod	MIN6 prolif
NC(=O)CCn1nc(-c2ccc(Cl)cc2)c2ccccc2c1=O	-7	-1.1	-4	-1	1	7	5	0	-3
COc1ccc(N(C)S(=O)(=O)c2cccc3nsnc23)cc1	-2	-0.5	16	9	-8	18	-4	-1	0
CC(=O)c1ccc(N2CCN(C(=O)c3ccco3)CC2)c(F)c1	-4	-3.9	-7	1	4	14	5	2	1
COc1ccc(N(CC(=O)NCc2ccc3c(c2)OCO3)S(=O)(=O)c2ccccc2[N+](=O)[O-])c(OC)c1	-3	-1.6	17	10	-7	-10	24	2	0
CC1(C)OC(C)(C)/C(=C/Nc2ccccc2)C1=O	0	8.5	9	-10	-7	-5	9	-2	0
Cc1cccc(-c2ncc(CN3CCC(CO)(CCCc4ccccc4)CC3)cn2)c1	-3	6.4	-3	-71	19	6	-37	-5	-5
CCN(CC)c1ccc(C=Nc2ccc(N(C)C)cc2)c(O)c1	-1	24	16	6	-27	23	1	1	-5
Nc1c(C(=O)O)sc2nc(-c3ccc(F)cc3)cc(-c3ccccc3)c12	-2	1.6	31	32	-11	14	35	2	-7
COc1cc(NC(=O)CCCNC(=O)Cn2cnc3sc4c(c3c2=O)CCCC4)cc(OC)c1OC	1	0.4	-4	-6	1	-5	12	-1	-1
O=C(C1CCC1)N1CCC(O)(c2cccc(F)c2)CC1	-3	-0.9	5	-6	2	5	9	1	1
CSc1n[nH]c(NCc2cccs2)n1	0	-2.1	1	2	-5	1	17	2	-2
Cc1ccc(NC(=O)c2ccccc2NS(=O)(=O)c2ccc(Cl)s2)cc1	-1	68*	26	19	-13	6	21	26*	0
CC(OC(=O)Cn1cnc2c1c(=O)n(C)c(=O)n2C)C(=O)NC1(C#N)CCCCC1 (stereo not drawn)	-2	2.5	10	2	-53	5	-1	0	1
Nc1nnc(SCC(=O)NNC(=O)c2ccccc2)s1	1	1.7	-4	-1	23	25	6	1	5
CCc1cc(-c2nc(N)ncc2-c2csc(C)n2)c(O)cc1OC	-1	-0.1	27	18	-11	7	28	3	0
C=CCn1c(SCCC)nc2sc3c(c2c1=O)CCc1ccccc1-3	3	44	19	9	3	-1	14	-2	-6
O=C(CCCN1C(=O)C2CC=CCC2C1=O)Nc1ccccc1Cl (stereo not drawn)	-6	-1.1	9	8	1	3	2	1	0
Cn1nnnc1SCC(=O)NNC(=O)c1ccc(Br)cc1	-1	0.4	1	5	-6	11	-4	0	-1
Nc1ccccc1C(=O)NNC(=O)C(=O)/C=C(\O)c1ccccc1	-2	-1.4	-12	5	25	4	4	1	-3
COc1cc(CN(C)Cc2cc(=O)oc3cc(C)c(Cl)cc23)ccc1OC(F)F	-2	4.9	13	6	19	22	23	1	-6

Rewritten with values under each structure: part of the list above.
Below each SMILES – APJ agonist, MPTP inh, tim10-1 inh, TIM10 inh, APJ antagonist, NLRP3 yeast inh, tim23-1 inh, GRIN3A LBD mod, MIN6 prolif
CSc1n[nH]c(NCc2cccs2)n1
    0, -2.1, 1, 2, -5, 1, 17, 2, -2
Cc1ccc(NC(=O)c2ccccc2NS(=O)(=O)c2ccc(Cl)s2)cc1
    -1, 68*, 26, 19, -13, 6, 21, 26*, 0
CC(OC(=O)Cn1cnc2c1c(=O)n(C)c(=O)n2C)C(=O)NC1(C#N)CCCCC1 (stereo not drawn)
    -2, 2.5, 10, 2, -53, 5, -1, 0, 1
Nc1nnc(SCC(=O)NNC(=O)c2ccccc2)s1
    1, 1.7, -4, -1, 23, 25, 6, 1, 5
CCc1cc(-c2nc(N)ncc2-c2csc(C)n2)c(O)cc1OC
    -1, -0.1, 27, 18, -11, 7, 28, 3, 0
C=CCn1c(SCCC)nc2sc3c(c2c1=O)CCc1ccccc1-3
    3, 44, 19, 9, 3, -1, 14, -2, -6

Next part.
Molecule	APJ agonist	MPTP inh	tim10-1 inh	TIM10 inh	APJ antagonist	NLRP3 yeast inh	tim23-1 inh	GRIN3A LBD mod	MIN6 prolif
O=C(CCNS(=O)(=O)c1ccccc1F)NC1CCCCCC1	-2	-0.4	-12	-10	-1	5	-7	1	-5
COc1ccc(S(=O)(=O)N2CCC3(CC2)CC(=O)c2ccccc2O3)cc1	11	-1.5	35	8	-63	31	31	-1	-3
Cc1ccc(C)c(OCC(=O)Nc2cccc(S(=O)(=O)NC3=NCCCCC3)c2)c1	3	1.1	21	3	-8	15	12	-1	-2
O=c1c2ccccc2nc(/C=C/c2ccc(Br)cc2)n1CCCO	0	0.7	30	-6	8	26	29	3	-4
Cc1ccnc(NC(=O)Nc2ccc3c(c2)OCO3)c1	-3	0.3	-4	8	2	12	7	0	-4
Cc1cc(N=NC(=O)c2ccccc2O)c2ccccc2c1O	-6	74*	2	10	38	21	2	1	-4
CC(C)(C)NC(=O)COC(=O)c1ccc(NC(=O)CC#N)cc1	-2	0.3	1	8	-7	5	2	0	2
Cc1ccccc1CSc1nnc(C)c(=O)[nH]1	-1	0.2	-30	0	-21	14	-8	0	3
COC(=O)C1C(=O)C2=C(CC1C)Nc1ccccc1NC2c1cccs1 (stereo not drawn)	3	0.9	-3	-4	-14	20	3	-2	0
COCCNC(=O)c1ccccc1-c1nc(-c2ccccc2Cl)no1	-4	-1.8	4	-5	13	13	8	1	-1
CCOc1ccc(/C=C2\SC(=S)N(NS(=O)(=O)c3ccc(C)cc3)C2=O)cc1OC	-6	6.8	29	27	4	0	28	-9	-2
CC(=O)c1ccc(NC(=O)c2ccc3c(Cl)c4c(nc3c2)CCCC4)cc1	4	3.9	13	2	0	17	0	-34	0
CN(C(=O)C1CCOC1)c1nnc(-c2cccnc2)s1 (stereo not drawn)	-4	-0.1	6	-1	3	5	4	1	1
CCOC(=O)C1CCCCN1C(=O)/C(=C/c1ccc(OC)cc1)c1ccc(OC)c(OC)c1 (stereo not drawn)	-3	-1.2	11	8	3	15	24	-1	-3
O=C(Nc1ccc2c(c1)CCC2)c1cccc(OC(F)F)c1	0	14	19	38	0	20	46	7	-3
CCn1ccc(C(=O)Nc2ccc(S(=O)(=O)Nc3ccccc3OC)cc2)n1	-3	.	8	13	0	5	23	0	-3
CC(C)(C)c1cc(C(=O)Nc2ccccc2)ccn1	-4	1.0	24	9	-30	36	22	1	-2
CCOc1ncccc1C(=O)Nc1cc(S(=O)(=O)N2CCOCC2)ccc1OCC(F)(F)F	-3	1.4	2	-9	8	12	-6	-17	-3
CN1CCN(S(=O)(=O)NC[C@H]2O[C@@H](n3cnc4c(N)ncnc43)[C@H](O)[C@@H]2O)CC1	.	-1.1	-4	-10	.	.	23	0	.
CC(C)Oc1ccc(CN2CCC(n3nccc3NC(=O)c3cccnc3)CC2)cc1	-3	-1.6	-5	3	7	10	6	-5	-1
COC(=O)Cc1ccc(NC(=S)NCCO)cc1	1	-0.8	21	9	16	16	-5	3	-1
